Bioassay records (PubChem BioAssay)
G9a inh = qHTS Assay for Inhibitors of Histone Lysine Methyltransferase G9a; Histone-lysine N-methyltransferase EHMT2 (Homo sapiens), Q96KQ7; G9a H3K9 monomethylation, AlphaScreen, 2 h; Potency, µM (titrated, usually from 102 µM), without a hit: at the top dose activity, negative = inhibition, most hits filed as inhibitors; actives 8.8% (n = 350,000); AID 504332, 2011; note: % is set by controls: 0 for no effect and ±100 for the full control effect; nearly all actives have a fitted effect of over 75% in size
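G9a (20 nM) preincubated 15 min RT with compounds, then 500 nM biotinylated H3K9 peptide and 20 uM SAM added; 2 h RT reaction. Monomethyl-H3K9 product detected by AlphaScreen with anti-H3K9me1 antibody, streptavidin donor and anti-rabbit IgG acceptor beads.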
BLM inh = qHTS Assay for Inhibitors of Bloom's syndrome helicase (BLM). RecQ-like DNA helicase BLM (Homo sapiens), P54132. recombinant BLM DNA unwinding, fluorescence dequenching. Potency, µM (top dose mostly 56.1 µM), for the others: at the top dose activity change, negative = inhibition, most hits filed as inhibitors. actives 0.2% (n = 350,000). AID 2528, 2010;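 note: plate controls were vehicle for no effect and no enzyme for full effect; nearly all actives have a fitted effect of over 35% in size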
Pol kappa inh = qHTS for Inhibitors of Polymerase Kappa; DNA polymerase kappa (Homo sapiens), Q9UBT6; purified Pol kappa, fluorescent DNA synthesis assay, 10 min; Potency, µM (highest dose often 107 µM), for inactives: top-dose activity, negative = inhibition, actives largely listed as inhibitors; actives 0.53% (n = 400,000); AID 588579, 2011; note: % is set by controls: 0 for no effect and ±100 for the full control effect
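Pol kappa 10 nM + cpd, 15 min RT; start w/ substrate 50 nM final; fluorescence kinetic read, 0 and 10 min. Neg ctrl: buffer, no enzyme.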
BAZ2B block = qHTS Assay for Inhibitors of BAZ2B; Potency, µM (doses to about 114 µM), inactives show at the top dose activity change, negative = inhibition, hits mostly inhibitors; AlphaScreen BAZ2B-H3K14Ac peptide displacement; actives 4.4% (n = 360,000); AID 504333, 2011; note: % is set by controls: 0 for no effect and ±100 for the full control effect; nearly all actives have a fitted effect of over 60% in size
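BAZ2B (50 nM) with biotin-H3(5-23)K14Ac peptide (50 nM) in PBS pH 7.4, 0.01% Tween-20, preformed 30 min, then compound 30 min at room temperature; top concentration 110uM. AlphaScreen streptavidin donor/nickel chelate acceptor beads (10 ug/mL final), 20 min dark, signal read.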
Pol iota inh = qHTS for Inhibitors of Polymerase Iota; Pol iota fluorescent replication assay, 10 min; DNA polymerase iota (Homo sapiens), Q9UNA4; actives 1% (n = 390,000); Potency, µM (highest dose often 115 µM), for the others: at the highest dose activity, negative = inhibition, usual class: inhibitors
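Fluorescent replication assay read twice, at 0 min and 10 min after adding 50 nM (final) substrate. Enzyme (10 nM) and compounds were first incubated 15 min at room temperature; enzyme-free buffer wells were negative controls.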
POLB inh = qHTS Assay for Inhibitors of DNA Polymerase Beta. P06746. Pol beta primer extension/strand displacement, fluorescence kinetic. Potency, µM (titrated, usually from 114 µM), for inactives: at the top dose activity change, negative = inhibition, actives largely listed as inhibitors. actives 1.3% (n = 340,000); note: % is set by controls: 0 for no effect and ±100 for the full control effect
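Human Pol beta at 10 nM; strand-displacement substrate 50 nM final. Compound exposure 15 min at room temperature before start, reaction 10 min at room temperature.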
POLH inh = qHTS for Inhibitors of Polymerase Eta. recombinant Pol eta, fluorescent DNA replication assay. AID 588591, 2011. Potency, µM (top dose mostly 114 µM), for inactives: at the highest dose activity change, negative = inhibition, hits mostly inhibitors. DNA polymerase eta (Homo sapiens), Q9Y253. actives 1.2% (n = 390,000); note: % is set by controls: 0 for no effect and ±100 for the full control effect
Target sequence (Q9Y253 whole entry, looked up): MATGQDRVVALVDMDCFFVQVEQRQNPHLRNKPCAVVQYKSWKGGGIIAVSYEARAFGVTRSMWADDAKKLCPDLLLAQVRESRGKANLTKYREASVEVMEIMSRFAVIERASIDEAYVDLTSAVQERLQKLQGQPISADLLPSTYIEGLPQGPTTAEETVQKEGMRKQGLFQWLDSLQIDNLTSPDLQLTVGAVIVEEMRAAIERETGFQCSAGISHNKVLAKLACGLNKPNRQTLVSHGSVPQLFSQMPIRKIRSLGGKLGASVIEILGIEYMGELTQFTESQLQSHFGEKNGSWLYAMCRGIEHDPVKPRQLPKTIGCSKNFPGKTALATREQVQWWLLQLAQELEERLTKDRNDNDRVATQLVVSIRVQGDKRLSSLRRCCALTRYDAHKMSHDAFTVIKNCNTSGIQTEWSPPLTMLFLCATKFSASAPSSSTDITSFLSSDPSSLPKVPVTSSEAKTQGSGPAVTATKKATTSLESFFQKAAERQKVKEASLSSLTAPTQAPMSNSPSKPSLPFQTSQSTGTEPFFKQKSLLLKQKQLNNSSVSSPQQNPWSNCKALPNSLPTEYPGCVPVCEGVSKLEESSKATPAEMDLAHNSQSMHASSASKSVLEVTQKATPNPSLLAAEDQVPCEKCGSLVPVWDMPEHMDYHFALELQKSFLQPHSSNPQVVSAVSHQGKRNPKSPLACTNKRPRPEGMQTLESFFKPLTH
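Fluorescent replication assay: 50 nM final substrate added after a 15 min room-temperature compound preincubation with 10 nM enzyme. Signal taken at 0 min and again at 10 min.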
APEX1 inh = qHTS Assay for Inhibitors of the Human Apurinic/apyrimidinic Endonuclease 1 (APE1); DNA repair nuclease/redox regulator APEX1 (Homo sapiens), P27695; recombinant APE1, TAMRA/BHQ-2 abasic DNA cleavage fluorescence; Potency, µM (highest dose often 65.8 µM), without a hit: at the highest dose activity change, negative = inhibition, actives largely listed as inhibitors; actives 0.35% (n = 350,000); AID 2517, 2012;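 note: plate controls were vehicle for no effect and reference inhibitor for full effect; nearly all actives have a fitted effect of over 55% in size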
Target sequence (P27695 whole entry, looked up): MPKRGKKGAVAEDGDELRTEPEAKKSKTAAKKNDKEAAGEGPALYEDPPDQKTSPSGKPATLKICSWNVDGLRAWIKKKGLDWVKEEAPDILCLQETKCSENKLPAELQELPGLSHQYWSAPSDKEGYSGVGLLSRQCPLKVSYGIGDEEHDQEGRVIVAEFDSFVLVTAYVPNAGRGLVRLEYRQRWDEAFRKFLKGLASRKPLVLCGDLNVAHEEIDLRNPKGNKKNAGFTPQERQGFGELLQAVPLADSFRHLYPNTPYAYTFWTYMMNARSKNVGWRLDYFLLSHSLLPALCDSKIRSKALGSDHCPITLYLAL
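Step 1: APE1 (0.75 nM) with compound, 15 min RT. Step 2: add 50 nM fluorophore/quencher THF duplex. Step 3: three fluorescence reads 60 s apart (525/598 nm); read 3 minus read 1 = reaction progress.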
Anesthetic bind = qHTS Assay for Identification of Novel General Anesthetics; apoferritin/1-aminoanthracene competitive binding, fluorescence; Potency, µM (series often up to 77.5 µM), without a hit: top-dose activity change, negative = displacement, usual class: inhibitors; Ferritin light chain (Equus caballus), P02791; actives 0.074% (n = 350,000); note: % is set by controls: 0 for no effect and ±100 for the full control effect; nearly all actives have a fitted effect of over 20% in size
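Horse-spleen apoferritin (10 uM) in 50% saturated 1-aminoanthracene in PBS was incubated 10 min at room temperature with compound. Fluorescence (ex 380, em 535 nm) was normalized to free and bound 1-AMA, with concentration-response fitted by a four-parameter Hill equation.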
Numbers without * were called inactive; ? = inconclusive; · = no result given; & = joins results of further samples; [ ] = remark or other dose. Calls come from the whole dose curve; as a rule, active = well fitted curve in the direction sought with a large enough effect; inconclusive = small, poorly fitted or top-dose-only effect, or another doubt; inactive = no such curve, though single readings can be large; an effect the other way counts as inactive or inconclusive. Potency is the fitted concentration of half-maximal effect. Only part of the results is shown, so the mix of outcomes need not match the whole.

Compound	G9a inh	BLM inh	Pol kappa inh	BAZ2B block	Pol iota inh	POLB inh	POLH inh	APEX1 inh	Anesthetic bind
N#Cc1ccc(C(=O)CSc2nnc(-c3ccc(C(F)(F)F)cn3)s2)cc1	?	-12%	2%	-14%	-15%[58.9 µM]	32%	-9%	-3%	6%
Cc1ccc(C)c(NC(=O)c2ccc3nc(CCc4ccccc4)oc3c2)c1	6%[59 µM]	-1%	-1%[60.1 µM]	0%	-2%	25%	-18%	·	-2%
Cc1nn(C(=O)c2cc3sccc3[nH]2)c(C)c1C	17%[59 µM]	-3%	-6%	-5%	41%[activator]	-14%	-10%	-6%	6%
CN(C)c1ccc(C(C(=O)NC2CCCC2)N(C(=O)c2ccco2)C2CC2)cc1 (stereo not drawn)	-18%	-5%	-1%	-11%	32%[activator]	40%	-2%	54%[activator]	-4%
Cc1ccc(C)c(S(=O)(=O)n2nc(C)c(S(=O)(=O)N3CCCCCC3)c2C)c1	-6%[59 µM]	3%	-5%[60.1 µM]	-13%	25%	9%	-17%	·	6%
Cc1ccc(-c2[nH]ncc2C(=O)c2ccccc2C)c(O)c1	15%	-5%	-27%	5%	30%	-2%	-13%	9%	-18%
COc1ccc(CNC(=O)C2CCCN(S(=O)(=O)c3cccc4nsnc34)C2)cc1 (stereo not drawn)	-9%	-1%&-2%	0%&3%	-4%	84%&14%[activator]	14%&19%	-16%&-19%	34%	-13%&-1%
CCOC(=O)C(/C=C(\C#N)C(=O)OCC)=C(/N)N1CCN(c2c(C)cccc2C)CC1	-3%	-2%	-15%	6%	-5%	8%	0%	-1%	-1%
CCOCc1nc(C)c(Cl)c(NS(=O)(=O)c2ccc(N)cc2)n1	-15%[59 µM]	-2%	7%	-27%	-7%	-4%	-8%	-1%	6%
CS(=O)(=O)c1cccc(NC(=O)c2ccc(Cl)c(Cl)c2)c1	-3%	-5%	-7%	-18%	71%[activator]	3%	-7%	-8%	?
C=CCn1c(SCC(=O)Nc2c(C)cccc2C)nnc1-c1ccncc1	-21%[12.7 µM]	1%	-22%	10%	3%	-2%	-3%	-4%	0%
Nc1cc(-c2ccc(Br)cc2)nn1S(=O)(=O)c1ccccc1	?	-3%	3%	-6%	?	-9%	-9%	-3%	-12%
COc1ccc2oc(C(=O)OCC(=O)NC(C)c3ccccc3)c(C)c2c1 (stereo not drawn)	0%[0.501 µM]	-8%	-15%	?	-17%	-17%	-13%	-9%	?
CN(CCc1ccccc1)C1CCCN(C(=O)Cn2cccn2)C1 (stereo not drawn)	0%	3%	5%	0%	-4%	1%	-21%	25%	-9%
N#CCSc1nnc(COc2cccc3ccccc23)n1-c1cccc(Cl)c1	?	-14%	-14%	-23%	1%	-3%	?	-3%	25%
O=C(NCc1ccc(Cl)c(Cl)c1)c1ccco1	18%[59 µM]	0%	7%	4%	-8%	6%	-9%	-9%	-11%
NC(=O)COC(=O)c1ccc(-c2ccccc2)cc1	6%	-2%	3%	-13%	-1%	13%	-8%	-6%	-13%
C/C(N)=C(/C#N)C(=O)CSc1n[nH]c(-c2ccccc2Br)n1	?	3%	-17%&3%	7%	13%&-3%	59%	6%&-9%	-12%	-6%
CCOC(=O)C1=C(c2ccccc2)OC(N)=C(C#N)C1c1ccc(Cl)s1 (stereo not drawn)	?	-22%	0%	-30%	21%	?	7%	3%	?
CCn1ncc(CN2CCN(Cc3ccc(OC)c(C)c3C)C(CCO)C2)c1C (stereo not drawn)	·	3%	-6%	4%	44%[activator]	17%	-7%	7%	-7%
O=C(CN1C(=O)C2C3C=CC(C3)C2C1=O)NCCC1=CCCCC1 (stereo not drawn)	-40%	-8%	-6%	-4%	0%	-6%	-13%	13%	7%
CCN1CCN(C(=O)c2ccccc2N(Cc2ccccc2)S(=O)(=O)c2ccc(OC)cc2)CC1	-10%	3%	-16%	-16%	1%	2%	-11%	3%	-12%
COc1ccc(-c2csc(N(CCCN(C)C)C(=O)c3cccs3)n2)cc1	?	1%	-8%	3%	20%	-5%	-23%	-2%	-20%
COc1ccc(CCNC(=O)CN(c2ccccc2)S(=O)(=O)N(C)C)cc1OC	-38%[59 µM]	-2%	-18%	-13%	2%	4%	-11%	·	7%
Cc1ccccc1-n1nc2c(c1NC(=O)C(C)(C)C)CS(=O)(=O)C2	5%	-2%	-1%	0%	3%	-8%	-7%	47%	-7%

The list goes on:
Compound	G9a inh	BLM inh	Pol kappa inh	BAZ2B block	Pol iota inh	POLB inh	POLH inh	APEX1 inh	Anesthetic bind
S=C(Nc1cccnc1)Nc1ccccn1	-8%[2.33 µM]	-1%	-3%	-1%	-15%	37%	-1%	-1%	4%
CCC(c1nnc(SCC(=O)Nc2ccc(S(N)(=O)=O)cc2)n1Cc1ccccc1)N(C)C (stereo not drawn)	-2%	-3%	-18%	-5%	-13%	17%	-4%	-5%	-4%
S=c1[nH]nc(-c2cc(-c3ccccc3)n[nH]2)n1/N=C/c1ccc(Cl)c(Cl)c1	?	-13%	?	45µM*	?	22µM*	?	4%	-15%
Cn1c(SCc2nc(-c3ccc(Cl)cc3)no2)nnc1-c1ccco1	?	0%	-18%	-8%	15%	27%	-14%	9%	-16%
CCCN(CCO)Cc1cccc(Br)c1	?	-4%	-3%	50µM*	5%[58.9 µM]	8%	-17%	12%	1%
CCOC(=O)c1ccc(-n2c(N)c(C(=O)OC)c3nc4ccccc4nc32)cc1	-4%[59 µM]	3%	-7%[60.1 µM]	-1%	86%[activator]	?	7%	·	354%[activator]
CCN(CC)CCOC(=O)C1(c2ccccc2)CCOCC1	4%	-2%	-5%	2%	0%	2%	-9%	1%	-12%
Cc1nnc(NC(=O)C(C)Sc2nncn2C)s1 (stereo not drawn)	?	3%	-19%	8%	-9%	2%	-15%	0%	-3%
O=c1ccc2cc(S(=O)(=O)N3CCN(c4cc(Cl)ccc4Cl)CC3)ccc2o1	16%	-3%	-8%	-3%	30%[activator]	0%	-9%	0%	?
CCOc1ccc(OCC)c(NC(=O)Cn2cccc2)c1	-8%[59 µM]	-5%	-5%	-36%	9%	2%	-12%	2%	-7%
CN(C)S(=O)(=O)c1ccc2c(c1)N(CC(=O)Nc1ccc(F)cc1)C(=O)CS2	-20%[59 µM]	-2%	-4%	3%	21%	-10%	-16%	·	1%
Cc1ccc(C(=O)Nc2ccc(C(F)(F)F)n(C)c2=O)cc1	36%	0%	-7%	-1%	109%[activator]	43%	-9%	7%	-1%
CCNc1nc(NCC)nc(N(C)N)n1	27%	-3%	-4%	25µM*	1%	10%	?	0%	-9%
COc1ccc(SCCCn2c(=O)c3c(ncn3C)n(C)c2=O)cc1	24%	-1%	-3%	-1%	18%	49%	-8%	-1%	7%
Cn1c(-c2ccc(F)cc2)cnc1SCC(=O)N1CCCc2ccccc21	45µM*	3%	-1%	32µM*	3%	52%	-17%	15%	-18%
Cc1ccc(-n2nc3c(=O)n(C(C)C(=O)NCc4ccccc4C)nc(C)c3c2C)cc1 (stereo not drawn)	-31%[59 µM]	-2%	-10%	?	-25%	45µM*	89µM*	·	-3%
CN(C)c1ccc(/C=C2\C(=O)Nc3ccccc32)cc1	14µM*	-8%	-18%[60.1 µM]	·	-17%[58.9 µM]	-10%[57.1 µM]	-1%[57.1 µM]	20%&14%&-5%&-2%	?
O=C(N1CCC(n2nc(-c3ccccc3)oc2=O)CC1)C1(c2ccccc2)CC1	-1%	-2%	-8%	-10%[57.1 µM]	17%	1%	4%	1%	4%
CN(C)N1C(N)=C(C#N)C(c2cccc([N+](=O)[O-])c2)C2=C1CC(C)(C)CC2=O (stereo not drawn)	21%	0%	-1%	0%	158%[activator]	106%	-14%	8%	-12%
Cc1cc2[nH]c(=O)c3ccccc3n2n1	1%[59 µM]	-1%	-18%	10%	19%	2%	5%	12%	-6%
O=C(CSCc1ccc(Cl)cc1)Nc1ccc2c(c1)OCO2	?	-8%	-2%	-4%	?	10%	-15%	3%	3%
CCC(C)(C)NC(=O)CN(Cc1ccc(OC)cc1)C(=O)CCC(=O)Nc1nccs1	6%	-3%	2%	-17%	30%	1%	-12%	34%[activator]	-11%
Cc1cccc(C)c1OCC(=O)N/N=C/c1ccncc1	2%[59 µM]	6%	-13%[60.1 µM]	7%	1%	-19%	8%	5%	-8%
CN(CC(=O)Nc1ccccc1Cl)C(=O)COC(=O)Cc1ccc(F)cc1	14%	1%	-4%	-2%	6%	0%	-21%	14%	-9%
CCOc1ccc(NC(=O)CCn2nc(C)c(S(=O)(=O)N3CCCCC3)c2C)cc1	-1%[12.7 µM]	-2%&1%	0%	-8%[57.1 µM]	42%&1%[activator]	1%&-1%	?	3%	-2%&-7%

Looked up one by one from the list above:
Compound	G9a inh	BLM inh	Pol kappa inh	BAZ2B block	Pol iota inh	POLB inh	POLH inh	APEX1 inh	Anesthetic bind
CCOC(=O)c1ccc(-n2c(N)c(C(=O)OC)c3nc4ccccc4nc32)cc1	-4%[59 µM]	3%	-7%[60.1 µM]	-1%	86%[activator]	?	7%	·	354%[activator]
O=C(CSCc1ccc(Cl)cc1)Nc1ccc2c(c1)OCO2	?	-8%	-2%	-4%	?	10%	-15%	3%	3%
Cc1ccc(C(=O)Nc2ccc(C(F)(F)F)n(C)c2=O)cc1	36%	0%	-7%	-1%	109%[activator]	43%	-9%	7%	-1%
